SW480 rerep: induces DNA re-replication in SW480 colon adenocarcinoma cells; AID 624297; 340,000 compounds, 1.8% hits; Potency, µM (series often up to 46.1 µM), without a hit: at the highest dose re-replication activation, most hits filed as activators; SW480 DNA re-replication, Hoechst DNA content imaging, 48 h; also: potency is read from the fitted curve at half-maximal effect; % of control where 0% means no effect; nearly all actives have a fitted effect of over 55% in size
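DNA re-replication was detected as more nuclei of elevated Hoechst intensity after 48 hr exposure to compound (23 nL pinned per well of 250 cells).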
HT1080NT lethal: kills 2HG-producing HT-1080-NT fibrosarcoma cells. HT-1080-NT fibrosarcoma viability, CellTiter-Glo ATP luminescence, 48 h. 360,000 compounds, 1.6% hits. Potency, µM (series often up to 46.1 µM), without a hit: top-dose activity, negative = less viability, hits mostly cytotoxic;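 also: NT is the 2HG producing partner of a matched IDH1 knockdown line; potency is read from the fitted curve at half-maximal effect; 0% = DMSO-treated cells and -100% = media-only wells without cells; nearly all actives have a fitted effect of over 55% in size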
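Luminescent CellTiter-Glo readout after 48 hours of compound exposure at 37 degrees C defined viability of HT-1080-NT cells. Activity was normalized to DMSO wells and cell-free media wells; concentration-response curves were fitted and assigned curve classes.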
HT1080 IDH1KD tx: kills HT-1080 cells with IDH1 knockdown | HT-1080 IDH1 knockdown viability, ATP luminescence, 48 h | 360,000 compounds, 2% hits | Potency, µM (highest dose often 46.1 µM), for inactives: at the top dose activity, negative = toxicity, most hits filed as cytotoxic;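 also: potency is read from the fitted curve at half-maximal effect; 0% = DMSO wells and -100% = cell-free medium wells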
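After a 2 h attachment period, IDH1KD HT-1080 cells took pin-transferred compound for 48 h at 37 °C; ATP-based luminescence after 10 min room-temperature reagent incubation reported viability.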
MCF10A rereplic: inducers of DNA re-replication in MCF 10A breast cells. MCF 10A DNA re-replication, Hoechst nuclear intensity, 48 h. AID 624296. Potency, µM (titrated, usually from 46.1 µM), without a hit: top-dose activity, positive = re-replication, hits mostly activators. 350,000 compounds, 2.9% hits; also: potency is read from the fitted curve at half-maximal effect; % of control where 0% means no effect; nearly all actives have a fitted effect of over 50% in size
ATXN2 expr inh: ATXN2 expression inhibition | HEK-293 ATXN2-luciferase reporter, luminescence, 24 h | Potency, µM (doses to about 57 µM), for the others: at the highest dose activity change, negative = inhibition, actives largely listed as inhibitors | 360,000 compounds, 0.72% hits | AID 1745845; also: potency is read from the fitted curve at half-maximal effect; % is scaled to controls: 0 for no effect and ±100 for the full control effect; nearly all actives have a fitted effect of over 55% in size
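ATXN2-luciferase reporter cells (luciferase flanked by upstream and downstream ATXN2 gene portions) were treated 24 h at 37 °C with compounds at up to 57 uM. SteadyGlo luminescence gave expression; GF-AFC fluorescence gave viability.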
ATXN viability: reduces viability in counter-screen for ATXN expression inhibitors; 400,000 compounds, 0.49% hits; Potency, µM (top dose mostly 56.7 µM), actives largely listed as cytotoxic; S2 cells (HEK-293 line with an ATXN2-luciferase reporter) viability, CellTiter-Fluor protease fluorescence, 24 h; also: potency is read from the fitted curve at half-maximal effect; nearly all actives have a fitted effect of over 40% in size
HepG2 viability: HepG2 cytotoxicity, counter-screen for TGF-b inhibitors; 410,000 compounds, 0.76% hits; AID 588856; Potency, µM (titrated, usually from 46.1 µM), inactives show top-dose activity change, negative = cytotoxicity, actives largely listed as cytotoxic; HepG2 CAGA-GFP viability, ATP luminescence, 18 h; also: potency is read from the fitted curve at half-maximal effect; some results filed as inactive show a strong effect at the top dose
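CellTiter-Glo luminescence gave cytotoxicity after 18 hours at 37 degrees C. The cells were HepG2 CAGA-GFP in 1% FBS DMEM, stimulated with 500 pg/mL TGF-beta after compound addition. %Activity was normalised to no-cell wells (complete cell-killing) and DMSO (no toxicity), and curves were fitted and classified.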
IL-1B inflam inh: inflammasome signaling inhibition, IL-1 beta readout; THP-1 LPS/ATP IL-1B secretion, AlphaLISA, 16 h; active compounds read low; activity change, % at 57.5 µM; 360,000 compounds, 4.7% hits; AID 743279; in the data active = activity change below about -50%; inconclusive = mostly about -30% to -49%; also: % is scaled to controls: 0 for no effect and ±100 for the full control effect
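Secreted IL-1B measured by AlphaLISA bead assay after 16 h compound exposure of THP-1 cells; compounds (final up to 57.5 uM) added 1 h before LPS (250 ng/mL) and ATP (1.25 mM) stimulation; lower signal means less secretion.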
KB-3-1 cytotox: KB-3-1 parental cell cytotoxicity; KB-3-1 viability, CellTiter-Glo ATP luminescence, 72 h; Potency, µM (highest dose often 46.1 µM), inactives show at the top dose activity change, negative = cytotoxic, actives largely listed as cytotoxic; AID 1347075; 400,000 compounds, 1.4% hits; also: potency is read from the fitted curve at half-maximal effect; % is scaled to controls: 0 for no effect and ±100 for the full control effect; nearly all actives have a fitted effect of over 60% in size
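Multi-concentration cytotoxicity screen in KB-3-1 cells grown in DMEM lacking phenol red with 10% FBS. After 72 h at 37 °C with compound, ATP-dependent luminescence was recorded.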
Numbers without * were called inactive; i = inactive; ? = inconclusive; · = no result given; [ ] = dose if it differs, or a comment. Unless noted, calls follow the shape of the dose curve; as a rule, active = well fitted curve in the direction sought with a large enough effect; inconclusive = small, poorly fitted or top-dose-only effect, or another doubt; inactive = no such curve, though single readings can be large; an effect the other way counts as inactive or inconclusive.

SMILES | SW480 rerep | HT1080NT lethal | HT1080 IDH1KD tx | MCF10A rereplic | ATXN2 expr inh | ATXN viability | HepG2 viability | IL-1B inflam inh | KB-3-1 cytotox
COCCCNC(=O)Cn1c(=O)n(CCCC(=O)NCc2ccc(C)cc2)c(=O)c2ccccc21 | · | · | · | · | 7% | i | -1% | · | 5%
COc1cc(OC)cc(C(=O)N/N=C/c2ccc(OC)c(COc3ccc(F)cc3)c2)c1 | 5.8µM* | ? | 5.2µM* | 5.8µM* | -16% | ? | -1% | 32 | ?
Fc1ccc(OCCCCN2CCOCC2)cc1 | 9% | 14% | 14% | ? | -5% | i | 6% | 15 | 3%
O=C(COC(=O)c1ccccc1Nc1ccccc1)c1ccccc1 | 18% | -3% | -23% | ? | 19% | i | -3% | -60* | -4%
O=C(O)c1cccc(Nc2ncnc3c2cnn3-c2ccccc2)c1 | -1% | 22% | 16% | ? | 1% | i | 0% | -1 | 3%
NS(=O)(=O)c1ccc(NC(=O)c2cccc(Cl)c2)cc1 | -64%[inhibitor] | -23% | 14% | -31%[inhibitor] | -2% | i | -18% | ? | 8%
Cc1onc(-c2ccccc2)c1CNC(=O)Nc1ccc(F)cc1F | -3% | 13% | -2% | -9% | -17% | i | 0% | 7 | -22%
CCOc1ccc(-n2c(SCC(=O)NCc3ccco3)nc3c(c2=O)SCC3)cc1 | -13% | 1% | 19% | 6% | -2% | i | 5% | 0 | 9%
COc1cc(OC)cc(C(=O)NCC(=O)N2CCCCCCC2)c1 | -20% | 1% | 0% | 10% | -2% | i | -1% | 27 | 13%
Cc1nc(SCC(=O)c2cccc([N+](=O)[O-])c2)n[nH]1 | 5% | 11% | 12% | 0% | 2% | i | 20% | 37 | 0%
CCN1CCN(C(=O)c2cccc(OC3CCN(S(C)(=O)=O)CC3)c2)[C@@H](C)C1=O | 1% | 11% | -7% | -4% | 9% | i | 15% | 15 | ·
Cc1cc(Br)ccc1SCC(=O)OCC(=O)Nc1ccc2[nH]c(=O)[nH]c2c1 | -17% | 1% | 5% | 2% | · | i | -8% | 26 | 6%
O=c1c2ccccc2nc(SCc2ccncc2)n1CC1CCCO1 (configuration not stated) | -8% | -12% | -17% | 5% | -16% | i | -3% | -27 | 23%
O=C(c1ccc2[nH]c(=O)c(=O)[nH]c2c1)N1CCc2ccccc2C1 | -15% | 0% | 8% | 1% | · | ? | 17% | 29 | 0%
Cn1c(=O)cc(OCC(=O)Nc2ccccn2)c2ccccc21 | -3% | 14% | 9% | -6% | 9% | i | 0% | 23 | 1%

Just ATXN viability, for 2 of the compounds above:
compound | ATXN viability
Fc1ccc(OCCCCN2CCOCC2)cc1 | i
O=C(O)c1cccc(Nc2ncnc3c2cnn3-c2ccccc2)c1 | i

3 successive compounds already listed, quoted:
SMILES | SW480 rerep | HT1080NT lethal | HT1080 IDH1KD tx | MCF10A rereplic | ATXN2 expr inh | ATXN viability | HepG2 viability | IL-1B inflam inh | KB-3-1 cytotox
COCCCNC(=O)Cn1c(=O)n(CCCC(=O)NCc2ccc(C)cc2)c(=O)c2ccccc21 | · | · | · | · | 7% | i | -1% | · | 5%
COc1cc(OC)cc(C(=O)N/N=C/c2ccc(OC)c(COc3ccc(F)cc3)c2)c1 | 5.8µM* | ? | 5.2µM* | 5.8µM* | -16% | ? | -1% | 32 | ?
Fc1ccc(OCCCCN2CCOCC2)cc1 | 9% | 14% | 14% | ? | -5% | i | 6% | 15 | 3%

(more compounds)
SMILES | SW480 rerep | HT1080NT lethal | HT1080 IDH1KD tx | MCF10A rereplic | ATXN2 expr inh | ATXN viability | HepG2 viability | IL-1B inflam inh | KB-3-1 cytotox
CCOC(=O)C1=C(CSc2nc3c(cc2C#N)CCC3)OC(N)=C(C#N)C1c1ccccc1 (configuration not stated) | ? | ? | ? | ? | 7% | i | -1% | 19 | 6%
O=C(Nc1nc2c(F)cc(F)cc2s1)C1COc2ccccc2O1 (configuration not stated) | 2% | -2% | -1% | 5% | 10% | i | -10% | 0 | 22%
CCCn1c(CN2CCN(C)CC2)nc2ccccc21 | -2% | 17% | 3% | -19% | 8% | i | 5% | 11 | -3%
CC(C#N)On1c(SC(C)C#N)nc2ccccc2c1=O (configuration not stated) | 2% | 0% | 0% | 8% | -4% | i | -15% | 12 | 6%
COc1cccc(S(=O)(=O)Nc2ccc(C(=O)N3CCCCCC3)cc2)c1 | 6% | -4% | -6% | 2% | -11% | i | -3% | -8 | -8%
Cc1ccc(S(=O)(=O)Nc2cccc(C(=O)NCC(c3ccco3)N(C)C)c2)cc1F (configuration not stated) | -4% | 7% | 4% | 5% | 4% | i | -10% | -8 | 24%
Cc1cccc(N(Cc2cc3ccccc3[nH]c2=O)C(=O)c2ccco2)c1C | -1% | 16% | 8% | -1% | 5% | ? | 0% | -6 | -2%
CCOc1ccccc1NC(=O)COC(=O)CNS(=O)(=O)c1ccc(C)cc1 | -7% | 23% | -2% | -2% | -25% | i | -1% | -4 | -4%
COCCCNC(=O)c1ccc2c(c1)OCO2 | -43%[inhibitor] | 1% | 9% | -175%[0.0737 µM] | 22% | i | 13% | -2 | -3%
O=C1CCc2cc(S(=O)(=O)N3CCN(c4ccccc4)CC3)cc3c2N1CCC3 | -12% | 9% | 0% | -1% | -11% | i | -5% | 7 | 0%
CC(=O)Nc1cc(-c2cccc(NS(C)(=O)=O)c2)cn2c(-c3ccc(F)c(Cl)c3)cnc12 | · | ? | ? | · | ? | ? | -26% | · | -21%
Cc1cc(C)n2c(Br)c(CN3CCCC(C)C3)nc2n1 (configuration not stated) | -9% | 0% | 22% | -2% | -1% | i | -11% | 19 | 12%
O=C(CCNS(=O)(=O)c1cccs1)Nc1ccccc1F | 7% | 4% | 6% | 0% | 9% | i | 1% | -15 | 13%
O=C(O)C(F)(F)C(NCc1ccccc1)c1ccccc1 (configuration not stated) | -55%[inhibitor] | 22% | 19% | -4% | -6% | i | -1% | 9 | 15%
CCCNC(=O)N(C)C[C@H]1Oc2ncc(C#CCc3ccccc3)cc2C(=O)N([C@H](C)CO)C[C@H]1C | · | -10% | -3% | · | -6% | i | -33% | -27 | -29%
CC(=O)NC(CC(=O)Nc1nccs1)c1ccccc1 (configuration not stated) | 4% | -3% | 0% | -3% | 6% | i | -4% | 31 | 23%
CN(C)CCCCNCCCNC(=O)/C=N\O | ? | 1% | -2% | 10% | 1% | i | -1% | -16 | 4%
COc1ccccc1C(=O)NNC(=O)C(=O)NC(C)C | 6% | -4% | -2% | 29% | 9% | i | -8% | -16 | -9%
O=C(CN1CCN(C(=O)c2ccccc2)CC1)Nc1ccc(Cl)cc1F | ? | -3% | -20% | ? | 10% | i | 11% | 7 | 2%
CCCn1c(O)c(CN2CCCC(C)C2)c(C)c(C#N)c1=O (configuration not stated) | 2% | -7% | 0% | 0% | -2% | i | -23% | 3 | 21%
Cc1ccc(N(C(=O)CNC(=O)c2ccco2)C(C(=O)NCC2CCCO2)c2ccccc2)cc1 (configuration not stated) | 0% | -8% | 2% | 1% | 14% | i | 9% | 15 | -1%
CN1CCC(=O)N([C@H](CC#N)c2ccccc2)CC1 | -13% | 8% | 5% | 1% | 9% | i | 15% | 47 | -1%
Cc1cccc(N2CCN(C(=O)c3ccncc3)CC2C)c1 (configuration not stated) | ? | 0% | -8% | 19% | -7% | i | 0% | -2 | ?
O=P(O)(O)c1ccccc1OCCOCCOCCOCCOc1ccccc1P(=O)(O)O | -11% | 25% | 0% | 0% | 37%[activator][11.3 µM] | i | 1% | 12 | 2%
O=C(/C=C/c1ccc2c(c1)OCO2)Nc1nc2ccc(F)cc2s1 | ? | -6% | ? | 20% | · | i | -31% | -22 | 4%
Cc1ccc2cc(/C=N/NC(=O)CN3CCOCC3)c(Cl)nc2c1 | 1% | 6% | 12% | -3% | 7% | i | -18% | -11 | 2%
O=C1CCCC(=O)N1c1ccc(F)cc1 | -3% | 10% | 10% | ? | -8% | i | 6% | -14 | -4%
COc1ccccc1N1CCN(C(=O)/C=C/c2c(Cl)nc3ccccn23)CC1 | -9% | 6% | 6% | -3% | ? | ? | 1% | -61* | -25%
CCCCCCNC(=O)OC12CN(C(=O)OC(C)C)N(C(=O)OC(C)C)CC1(O)CN(S(=O)(=O)c1ccc(C)cc1)C2 (configuration not stated) | · | -28% | ? | · | ? | · | -32% | -26 | ?
CC1CC(=O)Nc2ccccc2N1C(=O)Nc1ccc(F)cc1 (configuration not stated) | -4% | 9% | 2% | -1% | 2% | i | -1% | 45 | 15%
COCCCNC(=O)c1ccc(CS(=O)(=O)c2ccc(Br)cc2)o1 | -3% | 0% | -1% | -4% | 2% | i | -16% | -28 | 6%
COc1ccc(C(=O)/C=C2/c3ccccc3CC(C)(C)N2C)cc1OC | -119%[inhibitor] | 6% | 12% | -5% | -8% | ? | -15% | 0 | 6%
CCN(Cc1ccccc1)C(=O)CN(c1ccc(OC)cc1)S(=O)(=O)c1c(C)nn(C)c1C | · | · | · | · | -10% | ? | -6% | · | 3%
Cc1cc(NC(=O)c2ccccc2Cl)c(C(C)C)cc1O | 8% | 4% | 8% | 0% | 10% | i | -4% | 10 | -3%
COc1ccccc1S(=O)(=O)CC(O)COc1ccc(C#N)cc1 (configuration not stated) | 9% | 22% | 12% | -1% | -22% | ? | 8% | 4 | -24%
COCCNc1oc(-c2ccc(F)cc2)nc1C#N | -1% | 9% | 2% | 1% | 9% | i | 0% | -4 | -3%
O=C1N(c2ccccc2)C(=Nc2ccccc2)SC12CC2 | ? | -7% | -6% | ? | -3% | i | -126% | -2 | -15%
O=C(NN=C1CCCCCCC1)c1ccc(F)cc1 | 1% | -20% | -22% | -8% | -7% | i | 1% | 38 | 6%
O=C(CCc1ccccc1)Nc1ccc(F)cc1F | -2% | 11% | 3% | -1% | 13% | i | -3% | -22 | 0%

High-throughput results: PubChem, National Center for Advancing Translational Sciences (NCATS)
